Screens from PubChem.
S3 lipid droplet: qHTS Assay for Lipid Storage Modulators in Drosophila S3 Cells. Drosophila S3 cells, BODIPY lipid droplet fluorescence, 18-24 h; cells fed with added oleic acid. Potency in µM for hits, for the others lipid storage change, negative = inhibition, % at the top dose, mostly 46.1 µM. actives 0.64% (n = 320,000); active = well fitted inhibition curve with a large enough effect in the signal ratio, with a control signal flat, not every such curve was filed as active; inconclusive = small, poorly fitted or top-dose-only effect, or effect the other way, or a change in a side signal; the % refers to the signal ratio
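Drosophila S3 cells loaded with oleic acid (400 uM, as added) and compounds at several concentrations; lipid droplets imaged by 488-nm laser-scanning cytometry, 500–530 nm intensity and object ratio to cell channel. Percent activity normalized to 20 uM Triacsin C.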
S3 lipid droplet cell count max: further read-out of S3 lipid droplet, marked with its call; cell number change, %; measured here: cell count max response;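 cells counted by Cell Tracker Red CMTPX staining in the red channel; peak over a dose series mostly up to 46.1 µM; percent activity relative to internal control wells on each plate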
* marks the source's active call; other numbers are inactive results; i = inactive; ? = inconclusive; . = not tested or not shown. % is set by controls: 0 for no effect and ±100 for the full control effect; potency is the fitted concentration of half-maximal effect. The list is partial; rates above refer to the full screens.

Under each structure – S3 lipid droplet, S3 lipid droplet cell count max
CSc1ccc(/C=N/N(C)S(=O)(=O)c2ccc(C)cc2)cc1
    ?, .
Cc1cc(OC(C)C(=O)NCCCN2CCOCC2)c2c(C)c(C)c(=O)oc2c1 (stereo unspecified)
    i, .
CCOC(=O)c1ccc2c(c1)n(CC)c(/C=C/N(C)c1ccccc1)[n+]2CC
    ?, .
COC(=O)c1ccccc1NC(=O)c1sc(N)nc1C
    ?, .
C/C(=N/Nc1ncc(Br)cn1)c1ccc([N+](=O)[O-])cc1
    -9%, -7
CCN(CC)CCN1C(=O)C(=O)/C(=C(/O)c2ccncc2)C1c1ccccc1F (stereo unspecified)
    ?, .
CCc1ccc(NC(=O)c2noc3c2CCCCC3)cc1
    16%, 0
O=C(NCCN1CCCCCC1)c1ccc(N2CCCC2=O)cc1
    ?, .
O=C(O)c1ccccc1-c1ccc(/C=C/c2cc(C(F)(F)F)[nH]c(=O)n2)o1
    ?, .
CCOc1ccc2oc(C(=O)N3CCN(c4ccccc4OCC)CC3)c(C)c2c1
    ?, .
Cc1cccc(/C(N)=N/OC(=O)C23CC4CC(CC(C4)C2)C3)c1
    0%, 3
CC(C)(C)c1ccc(C(=O)NCCC(=O)N2CCC3(CC2)NCCc2[nH]cnc23)cc1
    ?, .
Clc1ccc(OCCNCCc2ccccc2)cc1
    ?, .
O=C(CSc1nc2ccccc2c(=O)n1NC(=O)c1ccccc1)c1ccc(Cl)cc1
    -1%, -2
O=C(NNC(=S)NCCc1ccccc1)c1ccc(Br)s1
    10%, 7
COc1ccc(CCNC(=S)N2CCN(S(=O)(=O)c3ccc(C)cc3)CC2)cc1
    ?, .
CC(Sc1nc2ccccc2c(=O)n1CC1CCCO1)C(=O)Nc1ccc(S(N)(=O)=O)cc1 (stereo unspecified)
    24%, .
COCc1c(C(=O)NC(C)c2ccc(S(N)(=O)=O)cc2)oc2ccccc12 (stereo unspecified)
    ?, .
CC(C)(C)OC(=O)NCc1ccc(CNC(=O)c2nc[nH]c2C(=O)NCc2ccccc2)cc1
    ?, .
CC1CCN(CC(O)COCCOc2ccc(Br)cc2)CC1 (stereo unspecified)
    -1%, -1
Cn1c(N)c(Br)c(-c2ccc(F)cc2)c(C#N)c1=O
    ?, .
CC(C)(C)OC(=O)N1CCC(NC(=O)c2[nH]cnc2C(=O)Nc2cccc(Cl)c2)CC1
    ?, .
COc1ccc(-n2ncc3c(NC(C)C)ncnc32)cc1
    ?, .
O=C(Nc1nccs1)c1cccc(S(=O)(=O)N2CCCCC2)c1
    ?, .
O=C(N/N=C/c1ccccc1C(=O)O)c1ccncc1
    ?, .
CCSCCOC(=O)C1=C(C)N(C)C(=O)NC1c1cc(OC)ccc1OC (stereo unspecified)
    15%, -11
CCCC[n+]1c2ccccc2cc2ccccc21
    ?, .
COc1ccc(OC)c(NC(=O)CCN2CC(C)CC(C)C2)c1 (stereo unspecified)
    ?, .
Cc1cc(C(=O)OCC(=O)Nc2nccs2)c2ccccc2n1
    1%, 7
COc1cc(NS(=O)(=O)c2ccc(N/C=C(\C#N)c3nc4ccccc4o3)cc2)nc(OC)n1
    ?, .
Oc1[nH]c2ccccc2c1N=Nc1nncc2ccccc12
    ?, .
CN1CCN(C(=O)/C=C/c2ccc(Cl)cc2)CC1
    9%, -3
CN(C(=O)c1ccccc1)c1nc2ccccc2s1
    ?, .
C=CCC(NCc1ccccc1)c1ccc(OC)cc1 (stereo unspecified)
    ?, .
CCOc1ccc(C(=O)Nc2ccc(NC(=S)NC(=O)CC)cc2)cc1Cl
    -2%, -2
COc1ccc(NC2CCCN(C(=O)c3cc(C)nc4cc(F)ccc34)C2)cc1 (stereo unspecified)
    ?, .
O=C(Nc1ccccc1)N1CCN(Cc2ccccc2)CC1
    -10%, -19
Cc1ccc(C2NS(=O)(=O)N=C2N)cc1 (stereo unspecified)
    ?, .
Cc1ccc2nc(SCC(=O)Nc3nonc3N)[nH]c2c1
    4%, -2
O=[N+]([O-])c1ccccc1Oc1ccc(C(F)(F)F)cn1
    ?, .

Retrieved by structure from above, three records:
Under each structure – S3 lipid droplet, S3 lipid droplet cell count max
Cc1ccc2nc(SCC(=O)Nc3nonc3N)[nH]c2c1
    4%, -2
Cc1ccc(C2NS(=O)(=O)N=C2N)cc1 (stereo unspecified)
    ?, .
Oc1[nH]c2ccccc2c1N=Nc1nncc2ccccc12
    ?, .

(next part)
Under each structure – S3 lipid droplet, S3 lipid droplet cell count max
COc1cccc(/C=C2/NC(=O)N(CC(=O)Nc3ccc(C)cc3)C2=O)c1OCc1cccc(C(=O)O)c1
    ?, .
COc1ccc(/C=C/C(=O)NC(=S)Nc2ccc(C(=O)O)cc2)cc1
    ?, .
O=S(=O)(O)c1ccc(N=Nc2ccccc2)cc1
    3%, 13
O=C(COc1ccc(Cl)cc1)Nc1nnc(-c2ccc3c(c2)CCCC3)o1
    8%, -5
C[C@@]12CC(=O)NC1N(C(=O)c1cccc(C(F)(F)F)c1)C(c1ccccc1O)C2 (stereo partly specified)
    ?, .
N#Cc1c(NC(=O)CSc2nnnn2C2CCCCC2)sc2c1CCCC2
    14%, -8
CC(=O)Nc1ccc(OCC(O)Cn2nc(C)c(C)c2C)cc1 (stereo unspecified)
    2%, 5
Cc1ccc(NC(=O)CN(C)C(=O)c2ccc(OCc3cn4ccccc4n3)cc2)cc1
    ?, .
O=C(c1ccccc1)N(C(=O)c1ccccc1)c1ncnc2c1C(c1ccccc1)c1c(ccc3ccccc13)O2 (stereo unspecified)
    ?, .
Cc1cc(C)c(S(C)(=O)=O)c(Oc2ccc(F)cc2)n1
    -2%, 16
O=C1NCCN1Cc1ccc(Cl)cc1
    8%, 10
O=C(NNC1=NC2(CCCC2)Cc2ccccc21)c1cccnc1
    6%, 11
Cc1ccc(S(=O)(=O)Nc2c(C)[nH]c(=O)[nH]c2=O)cc1C
    ?, .
Cc1cc(C)cc(C(=O)N2CCN(c3ccccn3)CC2)c1
    17%, 0
COc1cc2ccc(=O)oc2c(O[C@@H]2O[C@H](CO)[C@@H](O)[C@H](O)[C@H]2O)c1O
    ?, .
CCCCN1C(=O)CC(N2CCOCC2)C1=O (stereo unspecified)
    i, 20
CCN(CC)S(=O)(=O)c1cccc(C(=O)NCC2(N3CCOCC3)CCCCC2)c1
    ?, .
CCOCCCNC(=O)c1cn2c3c(ccc(Cl)c3c1=O)OC(C)C2 (stereo unspecified)
    i, .
O=C(Cn1cc(C(F)(F)F)ccc1=O)Nc1ccc(N2CCOCC2)cc1
    ?, .
Cc1ccc(Nc2c(-c3ccc(N4CCOCC4)cc3)nc3cnccn23)cc1
    ?, .
CC(C)(C)c1ccc(NC(=O)COC(=O)c2ccc3ncsc3c2)cc1
    ?, .
Cc1ccc(N(C)S(=O)(=O)c2c(C)[nH]c(C)c2C(=O)N2CCCC2)cc1
    i, .
CCc1cc(C(=O)N2CCCC(N3CCN(c4cccc(C(F)(F)F)c4)CC3)C2)n(C)n1 (stereo unspecified)
    i, .
Cc1ccc2nc(SCc3ccc([N+](=O)[O-])cc3)nc(C)c2c1
    i, .
Cc1ccc(-n2c(O)c(C=NCc3ccccn3)c3ccccc3c2=O)cc1
    ?, .
Cc1cccn2c(CN(C)C3CCCc4ccccc43)c(C(=O)N3CCOCC3)nc12 (stereo unspecified)
    ?, .
CC1(C)CC2CC(C)(CN2C(=O)C23CCC(C)(C(=O)C2)C3(C)C)C1 (stereo unspecified)
    ?, .
COCCn1c(C)cc(C(=O)CN2CCCCC2)c1C
    -11%, -8
Cc1nnc(C)n1/N=C/c1cccs1
    8%, -22
C=CCN(c1ccc(C(=O)Nc2ccc(C)cc2)cc1)S(C)(=O)=O
    ?, .
Cc1occc1C(=O)NNC(=O)c1ccc(S(=O)(=O)N(C)C)cc1
    ?, .
CC(C)n1cc(-c2ccc(Cl)cc2)cc(C#N)c1=O
    ?, .
CCOC(=O)c1ccc(N2C(=O)c3n[nH]c(-c4ccco4)c3C2c2ccc([N+](=O)[O-])cc2)cc1 (stereo unspecified)
    ?, .
Cc1coc2cc3oc(=O)c(CCC(=O)N[C@@H](CCCNC(N)=O)C(=O)O)c(C)c3cc12
    i, 28
O=C(O)c1cccc2c1C(=O)N(CC1CCCO1)C2 (stereo unspecified)
    -9%, 3
CCOc1ccc(N2CC(C(=O)NNC(=O)c3ccc(Br)cc3)CC2=O)cc1 (stereo unspecified)
    ?, .
COc1cccc(/C=N/Nc2ncc(C(F)(F)F)cc2Cl)c1O
    -3%, 2
O=C(c1cc([N+](=O)[O-])[nH]n1)N1CCSCC1
    -11%, 15
CC(=O)NC(CC(=O)NCCOc1ccccc1F)c1ccccc1 (stereo unspecified)
    ?, .
CCOC(=O)/C(C#N)=C\c1ccc(OC)c(OC)c1
    ?, .
Cc1cc(C)nc(SCC(=O)Nc2nonc2N)n1
    ?, .
COc1ccc(Nc2ncc(C(=O)O)c3ccccc23)cc1
    ?, .
Cc1cc(NC(=O)c2ccccc2C)ccc1NC(=O)c1ccccc1Cl
    ?, .
Cc1c(NC(=O)Nc2ccc(Cl)cc2)c(=O)n(-c2ccccc2)n1C
    ?, .
COc1ccc(C2(CNC(=O)c3ccc(OCC(C)C)cc3)CCOCC2)cc1
    -5%, -1
CC1CCc2c(sc3nc(CN4CCOCC4)nc(Sc4ccccc4)c23)C1 (stereo unspecified)
    ?, .
COc1cc2c(cc1OC)C(C)N(S(=O)(=O)c1cn(C)c(C)n1)CC2 (stereo unspecified)
    7%, 9
COC(=O)C1=C(C)N(C)C(C)=C(C(=O)OC)C1c1ccccn1
    ?, .
Cc1ccc(C)c(NC(=O)Cn2nc(C(F)(F)F)cc2C2CC2)c1
    ?, .
Cc1ncc2c(c1OC(=O)c1ccc([N+](=O)[O-])cc1)COC(C)(C)OC2
    5%, -4

Three structures already listed, arranged by number of heavy atoms, rising:
Under each structure – S3 lipid droplet, S3 lipid droplet cell count max
Cc1ccc2nc(SCc3ccc([N+](=O)[O-])cc3)nc(C)c2c1
    i, .
COCc1c(C(=O)NC(C)c2ccc(S(N)(=O)=O)cc2)oc2ccccc12 (stereo unspecified)
    ?, .
CC(C)(C)OC(=O)N1CCC(NC(=O)c2[nH]cnc2C(=O)Nc2cccc(Cl)c2)CC1
    ?, .

Single records, from the list above. Order of screens: S3 lipid droplet	S3 lipid droplet cell count max
`COc1ccc(Nc2ncc(C(=O)O)c3ccccc23)cc1` is listed as ?	.
`COc1ccc(C2(CNC(=O)c3ccc(OCC(C)C)cc3)CCOCC2)cc1` is listed as -5%	-1
`COC(=O)C1=C(C)N(C)C(C)=C(C(=O)OC)C1c1ccccn1` is listed as ?	.

(further entries)
Under each structure – S3 lipid droplet, S3 lipid droplet cell count max
CCCCc1cc(=O)oc2cc(OC3CCCCC3=O)ccc12 (stereo unspecified)
    -10%, -3
CN(C)c1ccc(C(CNC(=O)c2ccc(F)cc2)c2c[nH]c3ccccc23)cc1 (stereo unspecified)
    ?, .
C=CCN1C(=O)C(Cc2ccccc2)SC1=Nc1ccc(C(=O)O)cc1 (stereo unspecified)
    3%, 3
Cc1ccc(N(C(=O)CCC(=O)Nc2cc(C)on2)C(C(=O)NC2CCCC2)c2cccs2)cc1 (stereo unspecified)
    ?, .
Cc1ccc([N+](=O)[O-])cc1N/C=C/C(=O)c1ccco1
    ?, .
CCn1c(SCC(=O)N(C)CC(=O)Nc2ccc(F)c(F)c2F)nnc1-c1ccco1
    ?, .
Cn1cc(CN2CCCC(CO)(Cc3cccc(Cl)c3)C2)cn1 (stereo unspecified)
    0%, 8
COc1ccccc1OCC(=O)Nc1ccc(S(=O)(=O)N(C)c2ccccc2)cc1
    ?, .
CC1CC1C(=O)Nc1nc2ccc(S(C)(=O)=O)cc2s1 (stereo unspecified)
    ?, .
O=C(Cc1ccccc1)N/N=C/c1cc(Br)c(Br)o1
    -11%, -10
Cn1cc(/C=N\NC(=O)C2COc3ccccc3O2)c2ccccc21 (stereo unspecified)
    ?, .
COc1ccccc1CC(Cc1nc2ccccc2[nH]1)c1nc2ccccc2[nH]1 (stereo unspecified)
    -19%, -23
Nc1ccc(NC(=O)c2cccs2)cc1
    7%, 0
O=C(NN1C(=O)C2C3c4ccccc4C(c4ccccc43)C2C1=O)C1CC1 (stereo unspecified)
    11%, -3
Cc1cc(C)c(C(=O)Nc2ccc(S(=O)(=O)Nc3ccccn3)cc2)c(C)c1
    3%, 10
Nc1cc(=O)[nH]c(SC/C=C/c2ccccc2)n1
    ?, .
COc1cc(NC(=O)CCc2nc(-c3cccs3)no2)cc(OC)c1OC
    29%, -5
Oc1ccc(Br)cc1CNn1cnnc1
    -13%, .
O=C(c1cccc([N+](=O)[O-])c1)c1ccc2[nH]c(=O)[nH]c2c1
    -9%, -7
COCc1[nH]nc2c1C(c1ccsc1)C(C#N)=C(N)O2 (stereo unspecified)
    6%, 3
O=C(C1CCN(C2CCN(Cc3ccc4c(c3)CCO4)CC2)CC1)N1CCCC1
    13%, 7
COc1ccc(C(C)(C)C)cc1NS(=O)(=O)c1cccc2cccnc12
    -27%, -7
COc1cc(C(=O)Nc2ccc(S(=O)(=O)Nc3nccc(C)n3)cc2)cc(OC)c1OC
    ?, .
CCN(c1ccccc1)S(=O)(=O)c1ccc(Cl)c(C(=O)NCCc2ccc(OC)cc2)c1
    ?, .
CCOc1ccc(C(=O)NCC(=O)NCC(c2ccco2)N2CCCCC2)cc1OCC (stereo unspecified)
    17%, 25
COc1ccccc1CNC(=O)CSCc1cnn(-c2ccccc2)c1-n1cccc1
    ?, .
